Screens (PubChem)
H9c2 TAG inh = triacylglycerol accumulation inhibition; inhibition, % at 12.5 µM; AID 651582; H9c2 cells, Nile Red lipid (TAG) fluorescence; cells loaded with 200 µM oleic acid; 0.66% of 230,000 active;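 active = pattern-corrected inhibition of lipid staining of at least 50% with the nuclear-stain viability signal not falling by more than 50%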;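 note: 0% = DMSO wells and 100% = triacsin C control wells; some results filed as inactive read as strong as hits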
H9c2 TAG inh DAPI viability = recorded beside H9c2 TAG inh, whose call it bears; DAPI nuclei signal change (viability), lower = more cytotoxic, %;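 whole-well DAPI fluorescence read on a plate reader as a viability signal; minus 50 percent equals half of cells still viable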
The depositor's hits bear a star.

cpd | mol | H9c2 TAG inh | H9c2 TAG inh DAPI viability
1 | COc1ccc(OC)c(NC(=O)CSc2nnc3ccc(-c4ccccn4)nn23)c1 | 8 | -2
2 | CC(C)CCNC(=O)C(NS(=O)(=O)c1ccc2c(c1)c(=O)n(C)c(=O)n2C)c1ccccc1 (stereo not given) | -2 | -1
3 | Cc1[nH]c(=O)[nH]c(=O)c1S(=O)(=O)N1CCN(c2cccc(Cl)c2)CC1 | -17 | 14
4 | O=C(Nc1nnc(-c2ccncc2)o1)c1ccc2ccccc2c1 | -9 | -2
5 | CCOc1ccc(Br)cc1S(=O)(=O)NC1CCCC1 | -12 | 9
6 | Cc1c(C(=O)NCCSCc2c(F)cccc2Cl)cnn1-c1ccc(Cl)cc1 | -24 | 17
7 | COc1cc(NC(=S)N2CCCC(CO)C2)cc(OC)c1 (stereo not given) | 11 | 8
8 | Cc1cc(Br)c(NC(=O)CN2C(=O)NC3(CCOc4ccccc43)C2=O)c(Br)c1 (stereo not given) | 8 | -2
9 | CC(C)OC(=O)NCCOC(=O)Nc1ccc(Cl)c(Cl)c1 | -13 | 1
10 | Cc1ccc(NC(=O)CC2S/C(=N/N=C3\CCCc4ccccc43)NC2=O)cc1 (stereo not given) | -4 | 11
11 | O=C1OCc2ccc(NS(=O)(=O)c3ccc(C(F)(F)F)cc3)cc21 | -2 | -1
12 | CN(C)CCCN(C(=O)CCS(=O)(=O)c1ccccc1)c1nc2cc3c(cc2s1)OCO3 | 23 | -8
13 | O=C(O)CC1(CC(=O)Nc2cccc(C(F)(F)F)c2)CCCC1 | -1 | -4
14 | Cn1cnc(S(=O)(=O)N2CCc3ccccc32)c1 | -8 | -6
15 | O=C(CSc1nc(O)c(Cc2ccccc2)c(=O)[nH]1)N1CCOCC1 | -3 | 1
16 | NS(=O)(=O)c1cc(C(=O)O)cc(N2CCCC2)c1Oc1ccccc1 | 3 | 12
17 | O=C(NCCc1ccccc1)c1ccccc1F | 13 | -5
18 | O=C1CS/C(=N\N=C\c2ccco2)N1c1ccccc1 | 7 | -2
19 | CCCn1cc(SCC(=O)NC2CCCC2)c2ccccc21 | 11 | 3
20 | CN(C(=O)CSc1nnc(-c2ccco2)n1N)C1CCCCC1 | 6 | -4
21 | C=CCn1c(NC(=O)CC)c(C(=O)OCC)sc1=S | -10 | 9
22 | O=C1NC(Cc2ccccc2)c2nc3cc(F)c(F)cc3c(=O)n2-c2cc3ccccc3cc21 (stereo not given) | 21 | -19
23 | Cc1ccc([C@@H]2CC=C(C(=O)O)[C@H](c3ccc(F)cc3)N2S(=O)(=O)c2ccccc2C)cc1 | 7 | -12
24 | CCN(CC)c1nc2ccccc2c(N)c1-c1ccccc1 | 2 | 12
25 | COc1ccc(CC2(CO)CCN(Cc3cnn(C)c3)CC2)cc1 | 17 | -19
26 | CC(=O)N1CCN(S(=O)(=O)c2cccc(C(=O)NC3CCCC(C)C3C)c2)CC1 (stereo not given) | -12 | 4
27 | O=c1c2cc([N+](=O)[O-])ccc2sn1-c1ccccc1 | -5 | 4
28 | CC(=O)c1ccc(NC(=S)N2CCC(Cc3ccccc3)CC2)cc1 | 2 | 5
29 | Cc1ccc(S(=O)(=O)NCc2ccccc2)cc1C(=O)NCC(=O)Nc1c(C)cccc1C | 10 | -18
30 | CCN(CC)S(=O)(=O)c1ccc(N2CCOCC2)c(NC(=O)c2ccc(=O)[nH]c2)c1 | -11 | 9
31 | COc1ccccc1NC(=O)COc1ccc(CO)cc1Cl | -2 | 13
32 | COc1ccc(Cl)cc1NC(=O)CCn1c(=O)oc2ccccc21 | -4 | 3
33 | CCOC(=O)CN/C=C(\C#N)c1ccc(F)cc1 | -8 | 3
34 | O=C1CCC/C(=N/NC(=O)c2cc(NS(=O)(=O)c3cccs3)cc(NS(=O)(=O)c3cccs3)c2)C1 | -4 | -6
35 | NS(=O)(=O)c1ccc(NC(=S)NNC(=O)c2ccc(Br)o2)cc1 | -3 | 2
36 | CCn1cc(C(=O)NCc2ccccn2)c(=O)c2cc(F)c(N3CCN(C)CC3)cc21 | 2 | 12
37 | CCOC(=O)C1=C(C)N(Cc2ccc(C(=O)O)cc2)C(=O)NC1c1ccc([N+](=O)[O-])cc1 (stereo not given) | 14 | -9
38 | CC1CCC2(CC1)NC(=O)N(CC(=O)N1CC(C)CC(C)C1)C2=O (stereo not given) | 4 | -12
39 | Cc1noc(C)c1-c1ccc(C(=O)NCc2cccc(Cl)c2)c2occc12 | 22 | -14
40 | CCOC(=O)C1CCCN(c2c(C(=O)c3ccccc3)cnc3ccccc23)C1 (stereo not given) | -26 | -13
41 | CN(CC(=O)Nc1ccc(OC(F)(F)F)cc1)C(=O)c1ccc(N2CCCC2=O)cc1 | 1 | -3
42 | O=C(COC(=O)/C=C/c1ccco1)NCc1ccccc1Cl | 12 | 3
43 | O=C(CNC(=O)c1n[nH]c2ccccc12)Nc1ccc(F)c(F)c1F | 5 | 4
44 | Cc1ccc(S(=O)(=O)N2CCOCC2)cc1C(=O)Nc1cc(S(=O)(=O)N2CCCCC2)ccc1O | 9 | -7
45 | CNS(=O)(=O)c1ccc(C(=O)NCC(=O)NC(C)c2cccs2)cc1 (stereo not given) | -1 | -2
46 | COc1ccc(OC)c(C(=O)NC(CC(N)=O)c2ccc(NCCOc3ccccc3)c([N+](=O)[O-])c2)c1 (stereo not given) | -9 | 0
47 | CC1CCCCC12NC(=O)N(CC(=O)Nc1ccc(S(=O)(=O)Nc3ncccn3)cc1)C2=O (stereo not given) | 17 | -26
48 | CN(CC(=O)Nc1ccc(Cl)c(Cl)c1)C(=O)CNC(=O)C1CCCCC1 | 0 | 0
49 | Cc1ccc(-n2c(C)nc3oc4ccccc4c(=O)c3c2=O)cc1 | 0 | 4
50 | CCOc1ccccc1NC(=O)c1ccc(CN2CCc3ccccc3C2)cc1 | 10 | -4

Three structures from above, ordered by count of non-hydrogen atoms, smallest number first.
cpd | mol | H9c2 TAG inh | H9c2 TAG inh DAPI viability
42 | O=C(COC(=O)/C=C/c1ccco1)NCc1ccccc1Cl | 12 | 3
32 | COc1ccc(Cl)cc1NC(=O)CCn1c(=O)oc2ccccc21 | -4 | 3
28 | CC(=O)c1ccc(NC(=S)N2CCC(Cc3ccccc3)CC2)cc1 | 2 | 5

Further structures:
cpd | mol | H9c2 TAG inh | H9c2 TAG inh DAPI viability
51 | CC1CCCCC1NS(=O)(=O)CCNC(=O)c1ccc2c(c1)OCO2 (stereo not given) | -11 | -3
52 | COc1ccc(C2C(C(=O)N3CCOCC3)CCC(=O)N2c2ccc(OC)cc2)cc1 (stereo not given) | 13 | -6
53 | NC(N)=NC(=O)c1nc(Cl)c(N2CCCCCC2)nc1N | 14 | 9
54 | COc1ccccc1N1CCN(S(=O)(=O)c2c(C)[nH]c(=O)[nH]c2=O)CC1 | -1 | 8
55 | COc1ccc(-c2cnc(OC(C)(C)C)nc2OC(C)(C)C)cc1OC | 16 | -18
56 | CC(C)c1ccc(NS(=O)(=O)c2cn(C)c(=O)n(C)c2=O)cc1 | -3 | -12
57 | Cc1ccc(S(=O)(=O)Nc2ccc3c(c2)nc(CN2CCCC2)n3C)cc1 | -6 | 8
58 | COc1ccc(-c2nnn(CC(=O)N3CCN(c4ccccc4OC)CC3)n2)cc1OC | -14 | -11
59 | C/C(=N\OCC(=O)OCC(=O)NC(=O)c1ccc(OC(F)F)cc1)c1ccc2c(c1)OCO2 | -1 | 1
60 | CC(OC(=O)c1ccc2c(=O)n3c(nc2c1)CCC3)C(=O)NC1CCCCC1C (stereo not given) | -2 | -2
61 | O=C(Nc1cccc(S(=O)(=O)N2CCOCC2)c1)c1cnccn1 | -8 | -2
62 | CCCC(=O)Nc1cc(=O)n(C)c(=O)n1C | 5 | 8
63 | C/C(=N/N=C(/N)SCc1ccccc1)C(C)(C)C | -1 | -6
64 | CCOc1ccccc1C(C(=O)NCCOC)N(CCOC)C(=O)Cn1nnc2ccccc21 (stereo not given) | 9 | -19
65 | COc1ccc(Cl)cc1C(=O)NCCN1CCOCC1 | -2 | -1
66 | COC(=O)Cn1cnc2c(Cl)nc(F)nc21 | 5 | -5
67 | COc1ccc(C(=O)OCC(=O)N2CCCCC2)cc1[N+](=O)[O-] | 3 | -2
68 | COC(=O)C(C)N1C(=O)S/C(=C/c2cc(C)n(C(C)C)c2C)C1=O (stereo not given) | 27 | 3
69 | COC(=O)c1[nH]c(C)c(/C(O)=C2\C(=O)C(=O)N(CCN(C)C)C2c2ccccc2OC)c1C (stereo not given) | 10 | -2
70 | Cc1nc2ccc(NC(=O)c3ccc(S(=O)(=O)N(C)C)cc3)cc2s1 | 7 | 1
71 | CCc1ccccc1NC(=O)c1cc([N+](=O)[O-])ccc1N1CCOCC1 | -10 | -5
72 | CC(=O)OC(C(=O)NCCc1ccccc1)c1cccnc1 (stereo not given) | 5 | -13
73 | O=C(Cn1nc(-c2ccccc2Cl)ccc1=O)Nc1ccccc1-c1ccccc1 | -11 | -5
74 | COC(=O)C1=C(C)OC(N)=C(C#N)C1c1ccc(OC)c(CSc2ccccn2)c1 (stereo not given) | 5 | -4
75 | Nc1cc(=O)[nH]n1C1CCN(c2ccccc2)CC1 | -15 | 10
76 | CCOc1cc(S(=O)(=O)Nc2ccc(Cl)cn2)ccc1F | -8 | -9
77 | CCN(c1ccccc1)S(=O)(=O)c1ccc(C(=O)N2CCOCC2)cc1 | -7 | 6
78 | CNC(=O)C(=O)N/N=C/c1ccccn1 | 2 | -1
79 | O=[N+]([O-])c1ccc(N2CCN(CCO)CC2)cc1Sc1ccccn1 | -1 | 3
80 | Cc1c(Cl)ccc2sc(NC(=O)CN3C(=O)c4ccccc4C3=O)nc12 | -1 | 12
81 | O=C(COC(=O)c1cc(=O)[nH]c2ccc(Br)cc12)c1ccccc1 | 4 | -1
82 | Cc1csc2nc(O)c(C(=O)NCCCc3ccccc3)c(=O)n12 | 8 | -1
83 | O=C(COC(=O)c1cccc(-n2cnnn2)c1)Nc1c(Cl)cccc1C(F)(F)F | -2 | -1
84 | Nc1nn(-c2cccc(F)n2)cc1-c1ccc(Cl)cc1 | 12 | -3
85 | Cc1cc(OCC(=O)OCC(=O)c2c(N)n(C)c(=O)n(C)c2=O)ccc1Cl | 13 | -4
86 | C[C@@H]1CN([C@@H](C)CO)C(=O)CCCn2nncc2CO[C@H]1CN(C)Cc1ccncc1 | -3 | -3
87 | Cc1ccc(CNc2nc3cc(-c4ccccc4C)sc3c(=O)n2C)c(C)c1 | 0 | -7
88 | CC(C)[C@H](CN1CCC[C@H]1CN1C(N)=NC[C@H]1C(C)C)N1C[C@@H](Cc2ccccc2)N(CCCC2CCCC2)C1=N | -13 | 21
89 | O=C(Nc1cc([N+](=O)[O-])ccc1F)c1ccc2ccccc2c1 | -15 | 6
90 | CCOC(=O)Cc1csc(NC(NC(=O)OCC)(C(=O)OCC)C(F)(F)F)n1 (stereo not given) | 19 | -6
91 | CNC(=O)CSc1n[nH]c(-c2cc(Cl)ccc2OC)n1 | 8 | -1
92 | COc1ccc(-c2cc(CNC(=O)CCl)on2)cc1 | -4 | -14
93 | COc1ccc(CC(=O)Nc2ccc(-c3nnc(-c4ccccc4)o3)cc2)cc1 | 11 | 24
94 | COc1cccc2c(C)nc(Nc3nc(CSc4nnc(C)s4)cc(=O)[nH]3)nc12 | 48 | -19
95 | Cc1noc(C)c1COc1ccccc1C(=O)Nc1ccc(C(N)=O)cc1 | -15 | -9
96 | O=C(NCCc1ccccc1)C(=O)NCC1CCCN1S(=O)(=O)c1ccccc1 (stereo not given) | 4 | -18
97 | CC(C)(C)n1nnnc1C(c1cccnc1)N1CCN(c2ccccc2F)CC1 (stereo not given) | 9 | -3
98 | O=C(Nc1ccc(C(=O)N2CCC(N3CCCC3)CC2)cc1)c1ccc(Br)o1 | 14 | -3
99 | Cc1cccc(NC(=O)CCNS(=O)(=O)c2cccc3nonc23)c1 | -19 | 10
100 | O=C(NC1CC2CCCC(C1)N2C(=O)Nc1ccccc1)c1ccncc1 (stereo not given) | -16 | 5

In a second layout: 3 of the compounds above.
(34) O=C1CCC/C(=N/NC(=O)c2cc(NS(=O)(=O)c3cccs3)cc(NS(=O)(=O)c3cccs3)c2)C1
(35) NS(=O)(=O)c1ccc(NC(=S)NNC(=O)c2ccc(Br)o2)cc1
(36) CCn1cc(C(=O)NCc2ccccn2)c(=O)c2cc(F)c(N3CCN(C)CC3)cc21
assay / entry | 34 | 35 | 36
H9c2 TAG inh | -4 | -3 | 2
H9c2 TAG inh DAPI viability | -6 | 2 | 12

Back to the main list, starting two compounds before the break.
cpd | mol | H9c2 TAG inh | H9c2 TAG inh DAPI viability
99 | Cc1cccc(NC(=O)CCNS(=O)(=O)c2cccc3nonc23)c1 | -19 | 10
100 | O=C(NC1CC2CCCC(C1)N2C(=O)Nc1ccccc1)c1ccncc1 (stereo not given) | -16 | 5
101 | COC(=O)C1CCN(C(c2cccs2)c2sc3nc(C)nn3c2O)CC1 (stereo not given) | -1 | -12
102 | O=C1CC(NS(=O)(=O)c2cc(F)ccc2F)CN1c1cccc(F)c1 (stereo not given) | -1 | 7
103 | CCCCC1(C)NC(=O)N(CC(=O)Nc2cc(S(=O)(=O)N3CCOCC3)ccc2Cl)C1=O (stereo not given) | 8 | -1
104 | CCc1ccc(NC(=O)c2cnn(-c3ccccc3)c2C2CCNCC2)cc1 | 1 | 8
105 | O=c1ccsc2ccccc12 | 7 | 1
106 | Cn1cc(Br)c(C(=O)NN2C(=O)C3C4C=CC(C5CC45)C3C2=O)n1 (stereo not given) | -5 | 0
107 | CCn1ncc(NC(=S)NCCc2ccc(OC)c(OC)c2)c1C(N)=O | 9 | -4
108 | O=C(COC(=O)Cn1cnc2ccccc21)Nc1ccc(OC(F)F)cc1 | 15 | -1
109 | O=C(N1CCCCCC1)N1CCN(S(=O)(=O)N2CCCCC2)CC1 | -10 | 3
110 | CN(CC(=O)Nc1ccc(F)c(F)c1F)C(=O)CCN1C(=O)C2CCCCC2C1=O (stereo not given) | -3 | 4
111 | Clc1ccc(CSc2nnc(CN3CCOCC3)n2-c2ccccc2)cc1Cl | 20 | -13
112 | CCCCCn1nc(C(=O)OCc2nnc(-c3ccccc3)o2)c2ccccc2c1=O | -6 | 8

A portion of the library, so the mix of outcomes need not match the whole.
